# IDE cell inh – human IDE inhibitors in live cells, primary screen, fluorescence polarization, HEK cells, FAbetaB substrate; FAbetaB cleavage; inhibition, % at 5.59 µM; 0.41% of 320,000 active; AID 434962, 2010;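 active means percent inhibition above the average of all tested compounds plus 3 SD, set per screening campaign, cut at about 16% in these data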;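 further: IDE supplied by intact live HEK cells; FP after avidin binding of uncleaved biotin substrate so inhibition keeps polarization high; 0% = DMSO wells and 100% = 60 µM reference IDE inhibitor Ii1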
# p-CIP stab down – p/CIP-EGFP fusion destabilizers, primary screen, fluorescence, F442A cells; 0.01% of 290,000 active; 16 h; AID 1984, 2009; decrease of EGFP signal, % at 10 µM; Q05BA5;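 active means EGFP signal decrease of at least 30% at 10 µM or well 3 SD below plate mean, unless failing retest; inactive means the rest, including hits failing retest or dose response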; further: some compounds called inactive have numbers as strong as hits; many of its hits are not listed in these tables
# Target sequence (Q05BA5 1-1403): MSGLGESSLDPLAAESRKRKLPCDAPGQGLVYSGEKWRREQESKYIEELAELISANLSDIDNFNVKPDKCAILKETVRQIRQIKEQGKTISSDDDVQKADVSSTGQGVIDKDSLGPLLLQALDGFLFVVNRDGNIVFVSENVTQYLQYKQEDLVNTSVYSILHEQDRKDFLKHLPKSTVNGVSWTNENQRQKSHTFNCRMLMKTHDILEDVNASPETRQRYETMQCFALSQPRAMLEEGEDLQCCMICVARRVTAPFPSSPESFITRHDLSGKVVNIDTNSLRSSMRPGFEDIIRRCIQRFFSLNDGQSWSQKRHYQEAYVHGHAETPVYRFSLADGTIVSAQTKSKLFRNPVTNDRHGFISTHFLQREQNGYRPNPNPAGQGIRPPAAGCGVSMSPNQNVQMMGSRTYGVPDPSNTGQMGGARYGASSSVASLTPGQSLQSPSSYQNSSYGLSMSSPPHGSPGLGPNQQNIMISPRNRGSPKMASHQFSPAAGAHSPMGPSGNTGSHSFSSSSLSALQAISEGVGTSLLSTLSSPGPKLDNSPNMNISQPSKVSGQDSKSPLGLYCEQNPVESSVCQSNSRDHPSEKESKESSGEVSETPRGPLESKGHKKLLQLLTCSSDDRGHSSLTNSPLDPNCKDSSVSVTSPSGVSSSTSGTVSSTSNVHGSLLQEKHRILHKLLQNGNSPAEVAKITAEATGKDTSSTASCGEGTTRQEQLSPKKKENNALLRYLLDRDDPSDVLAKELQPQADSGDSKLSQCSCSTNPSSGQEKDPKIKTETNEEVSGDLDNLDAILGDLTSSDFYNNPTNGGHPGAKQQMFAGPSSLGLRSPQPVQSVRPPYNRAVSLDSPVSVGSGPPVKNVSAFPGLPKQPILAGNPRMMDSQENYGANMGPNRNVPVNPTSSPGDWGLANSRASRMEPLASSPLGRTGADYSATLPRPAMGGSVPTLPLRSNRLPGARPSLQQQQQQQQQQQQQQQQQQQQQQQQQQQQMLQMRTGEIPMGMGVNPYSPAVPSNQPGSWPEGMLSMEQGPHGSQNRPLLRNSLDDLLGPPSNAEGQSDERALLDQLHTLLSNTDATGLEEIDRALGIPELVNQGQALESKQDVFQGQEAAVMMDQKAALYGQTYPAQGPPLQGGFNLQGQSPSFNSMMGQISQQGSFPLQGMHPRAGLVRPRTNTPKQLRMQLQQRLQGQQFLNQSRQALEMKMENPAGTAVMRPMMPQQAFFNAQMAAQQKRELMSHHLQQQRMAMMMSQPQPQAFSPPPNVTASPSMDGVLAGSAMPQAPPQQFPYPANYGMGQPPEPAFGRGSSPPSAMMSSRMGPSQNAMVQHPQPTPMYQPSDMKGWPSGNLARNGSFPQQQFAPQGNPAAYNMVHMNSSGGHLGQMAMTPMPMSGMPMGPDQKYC
# IDE cell activ – human IDE activators in live cells, primary screen, fluorescence polarization, HEK cells, FAbeta-B substrate; Insulin-degrading enzyme (Homo sapiens), P14735; FAbeta-B cleavage; 0% vehicle, 100% cell-free pure enzyme wells; activation, % at 5.96 µM; 0.073% of 340,000 active; AID 493087, 2011;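 active means activation above the mean of all tested compounds plus 3 SD, set per screening campaign, cut at about 17% in these data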
# CRFBP-R2 block – antagonists of CRF-BP/CRF-R2 complex, primary screen, cell-based, HEK293, calcium dye fluorescence, uHTS; inhibition, % at 11.8 µM; AID 588475, 2011; CRF-induced calcium fluorescence; 0.59% of 350,000 active;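 active means inhibition of the ligand-induced calcium signal above about 50% at the single tested concentration, limit read from the data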
# UBC9 SUMO inh – inhibitors of in vitro SUMOylation cascade, primary screen, biochemical, HTRF, uHTS | inhibition, % at 35 µM | 0.36% of 290,000 active | HTRF SUMOylation assay, SAE1/SAE2 + UBC9 | SUMO-conjugating enzyme UBC9 (Homo sapiens), P63279 | AID 2006, 2009; in the data active means inhibition above about 50%, passing the limit was not always enough; further: strong numbers were not always called active
# NS3 helicase inh – inhibitors of HCV NS3 helicase, primary screen, biochemical, Cy5 molecular beacon fluorescence | Hepatitis C virus NS3 helicase | NS3 helicase DNA unwinding | inhibition, % at 10.9 µM | 0.56% of 290,000 active;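 active means inhibition above the mean of all tested compounds plus 3 SD, set per campaign, cut at about 35% in these data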;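 further: 0% = DMSO wells and 100% = thioflavine S control wells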
#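 Compound dosing – single dose, 10.9 µM nominal final, DMSO 0.8% final · System – NS3 helicase fragment of HCV · Buffer or medium – MOPS pH 6.5, MgCl2, DTT, Tween20, BSA · Signal – Cy5 beacon fluorescence read at start and 1 h · Also added – annealed dual-labelled DNA beacon duplex, ATP-started · Schedule – 1 h at 25 °C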
# GalR3 antagonist – GalR3 antagonists in HEK293 cells, primary screen, cell-based, fluorescence readout | Galanin receptor type 3 (Homo sapiens), O60755 | HEK293 GalR3-CNG cAMP membrane potential fluorescence; galR3 body fused to GalR1 C-terminus | inhibition, % at 3 µM | 0.44% of 360,000 active | AID 651719, 2012;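 active means inhibition above the screen-wide average plus 3 SD, cut at about 13% in these data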;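 further: forskolin and galanin both at EC90 stimulate the cells; cAMP rise reported by CNG channel membrane potential dye signal; 0% = forskolin plus galanin with DMSO and 100% = forskolin alone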
# VIM-2 inhibitor – VIM-2 metallo-beta-lactamase inhibitors, primary screen, biochemical, epi-absorbance readout, Pseudomonas aeruginosa enzyme | purified VIM-2, nitrocefin hydrolysis, epi-absorbance fluorescence | inhibition, % at 5.6 µM | 0.89% of 290,000 active | AID 1527, 2009;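 active means inhibition above the mean of all tested compounds plus 3 SD, cutoff set per screening run, cut at about 7.5% in these data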;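 further: red hydrolysis product quenches plate fluorescence so inhibitors raise well fluorescence; 0% = enzyme with DMSO and 100% = DMSO without enzyme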
# IMP-1 inh – IMP-1 metallo-beta-lactamase inhibitors, primary screen, biochemical, epi-absorbance readout, Pseudomonas aeruginosa enzyme. metallo-beta-lactamase IMP-1 (Pseudomonas aeruginosa). 0.45% of 290,000 active. AID 1556, 2009. inhibition, % at 5.6 µM. purified IMP-1, nitrocefin hydrolysis, epi-absorbance fluorescence;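 active means inhibition above the mean plus 3 SD of all compounds in the same screening run, cut at about 4.5% in these data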;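 further: 0% = IMP-1 with DMSO and 100% = DMSO wells lacking enzyme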
#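 System: purified IMP-1 / Input: IMP-1 dispensed at 0.2 nM / Medium: 50 mM HEPES pH 7.1, 50 µM ZnSO4, 0.05% Brij 35 / Timing: 15 min enzyme–compound preincubation, then 25 min nitrocefin reaction, 25 °C / Technique: plate fluorescence quenching by hydrolysis product, ex 480/em 530 nm / Repeats: singlicate testing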
# Starred values were filed as active, the others as inactive; . = not tested or not shown.
SMILES,IDE cell inh,p-CIP stab down,IDE cell activ,CRFBP-R2 block,UBC9 SUMO inh,NS3 helicase inh,GalR3 antagonist,VIM-2 inhibitor,IMP-1 inh
COc1ccc2oc(C(=O)NCC(c3ccco3)N(C)C)c(C)c2c1 (centres undefined),4,.,3,3,.,.,-4,.,.
COc1ccc(/C=C/C(=O)NC(=S)Nc2ccc(S(=O)(=O)Nc3cc(C)on3)cc2)cc1,16*,-5,-3,29,20,11,-5,-2.2,-1.8
COc1ccc(C)cc1NC(=O)C1CCCN(S(=O)(=O)c2ccc3[nH]c(=O)ccc3c2)C1 (centres undefined),3,-12,4,-1,13,35,-6,-2.1,-0.2
Cc1ccc(S(=O)(=O)N2CCCN(C(C)c3nc4ccccc4c(=O)[nH]3)CC2)cc1 (centres undefined),6,.,-2,14,.,.,-3,.,.
NS(=O)(=O)c1ccc(NC(=S)N2CCc3ccccc32)cc1,-8,-17,2,-3,0,12,-4,2.8,1.5
O=C(N/N=C/c1sc2ccccc2c1O)c1cccc2ccccc12,4,-7,-16,-29,-22,18,1,-3.7,-4.0
CCn1c(C)nc2cc(C(=O)NNC(=S)Nc3ccccc3)ccc21,-1,2,7,-12,-1,0,-5,-3.7,-4.0
Cc1cc2oc(=O)cc(CN3CCCCC3)c2cc1O,0,-2,7,-10,9,4,-10,-0.2,-3.0
COc1ccc(S(=O)(=O)NCCc2ccncc2)cc1,-4,-7,1,6,-12,14,-11,-0.1,-0.8
COc1ccc2[nH]c(=O)c(CN(CCN3CCCC3)C(=O)Nc3ccccc3Cl)cc2c1,0,-14,2,-3,34,.,-5,.,.
O=S(=O)(c1cccs1)N1CCN(c2ccc(Cl)cc2)CC1,3,-8,-1,-5,-3,-5,-10,2.3,-0.3
Cc1cccc2c(SCC(=O)NCC3CCCO3)nc(-c3ccc(F)cc3)nc12 (centres undefined),7,-25,0,2,9,0,-6,-0.9,-1.5
CCOCCCNS(=O)(=O)c1ccc(NC(=O)Cc2c(F)cccc2Cl)cc1,2,-7,0,-13,-19,-19,-3,-1.2,-1.8
O=[N+]([O-])c1cccc(S(=O)(=O)/N=C(/Nc2ccccc2)c2ccccc2)c1,2,.,5,-6,.,.,-4,.,.
CC(=O)c1ccc(NC2OC(C)C(O)C(O)C2O)cc1 (centres undefined),0,-10,2,-7,8,-1,3,-1.5,-2.6
CCOc1ccc(NS(=O)(=O)c2ccc3[nH]cc(C(=O)NC(C)CC)c(=O)c3c2)cc1 (centres undefined),-2,.,5,-5,.,-19,-2,-0.7,-3.1
COc1ccc2nc(C(F)(F)C(F)(F)F)c(C#N)c(N)c2c1,1,-1,2,-1,1,-14,-6,-0.7,-1.9
CNC(=O)COC(=O)CNC(=O)c1cc(Cl)cc([N+](=O)[O-])c1,-3,13,5,11,5,4,-2,-4.5,-5.7
O=C(CNC(=O)c1ccco1)NCCCc1ccccc1,-3,-7,4,-19,6,5,7,-4.3,-4.9
CC(C)c1ccc(NC2CCCN(C(=O)CN3C(=O)CSC3=O)C2)cc1 (centres undefined),1,-2,3,-7,-1,-5,-1,-0.5,-1.8

# In a second layout: four of the compounds above.
CC(=O)c1ccc(NC2OC(C)C(O)C(O)C2O)cc1 (centres undefined)
  IDE cell inh: 0; p-CIP stab down: -10; IDE cell activ: 2; CRFBP-R2 block: -7; UBC9 SUMO inh: 8; NS3 helicase inh: -1; GalR3 antagonist: 3; VIM-2 inhibitor: -1.5; IMP-1 inh: -2.6
CCOc1ccc(NS(=O)(=O)c2ccc3[nH]cc(C(=O)NC(C)CC)c(=O)c3c2)cc1 (centres undefined)
  IDE cell inh: -2; p-CIP stab down: .; IDE cell activ: 5; CRFBP-R2 block: -5; UBC9 SUMO inh: .; NS3 helicase inh: -19; GalR3 antagonist: -2; VIM-2 inhibitor: -0.7; IMP-1 inh: -3.1
COc1ccc2nc(C(F)(F)C(F)(F)F)c(C#N)c(N)c2c1
  IDE cell inh: 1; p-CIP stab down: -1; IDE cell activ: 2; CRFBP-R2 block: -1; UBC9 SUMO inh: 1; NS3 helicase inh: -14; GalR3 antagonist: -6; VIM-2 inhibitor: -0.7; IMP-1 inh: -1.9
CNC(=O)COC(=O)CNC(=O)c1cc(Cl)cc([N+](=O)[O-])c1
  IDE cell inh: -3; p-CIP stab down: 13; IDE cell activ: 5; CRFBP-R2 block: 11; UBC9 SUMO inh: 5; NS3 helicase inh: 4; GalR3 antagonist: -2; VIM-2 inhibitor: -4.5; IMP-1 inh: -5.7

# Next part.
SMILES,IDE cell inh,p-CIP stab down,IDE cell activ,CRFBP-R2 block,UBC9 SUMO inh,NS3 helicase inh,GalR3 antagonist,VIM-2 inhibitor,IMP-1 inh
CCOC(=O)c1sc(=S)n(-c2ccc3c(c2)OCO3)c1N,2,-4,6,-18,-29,-6,-8,-1.8,-4.0
O=C(CCNC(=O)C1CCN(S(=O)(=O)c2ccc(F)cc2)CC1)NCc1ccc(F)cc1,-2,-11,3,-2,-5,3,0,-3.6,-0.6
CCn1c(C)nc2cc(C(=O)NNC(=S)Nc3ccccc3OC)ccc21,-2,-6,.,-1,12,5,-4,-2.8,-2.9
C=CCN1CC(=O)N2Cc3[nH]c4ccccc4c3C[C@H]2C1=O,3,-5,1,-10,-1,-4,-11,-2.2,-0.5
CC/C(=N/O)c1cnnc(SC)n1,-1,-14,4,3,22,1,-10,-1.4,-2.5
C/C(=N\NC(=O)c1ccc(Cn2cc(Br)cn2)o1)c1ccc(NC(=O)c2ccoc2C)cc1,.,-8,2,5,13,7,-2,-0.7,1.2
COc1ccc(C(=O)N2N=C(c3cccc(NS(C)(=O)=O)c3)CC2c2cccs2)cc1 (centres undefined),5,-6,-6,-1,-4,-9,-6,-0.5,-2.0
Cn1nc(-c2ccccc2)c(C(O)c2ccccc2C(F)(F)F)c1Cl (centres undefined),4,-5,3,12,-2,1,-7,-3.4,-2.0
CCOc1ccc2nc(SCC(=O)c3ccc(Cl)s3)sc2c1,-1,-2,-1,15,-4,10,1,-4.7,-3.9
Cc1cc(CNC(=S)Nc2ccc(S(=O)(=O)Nc3ncccn3)cc2)nn1C,4,6,2,0,2,3,0,-1.1,-2.7
COC(=O)c1cc(NC(=O)Cn2c(=O)oc3ccccc32)cc(C(=O)OC)c1,3,-15,5,-10,-1,4,-8,-1.1,-0.3
O=C1CC(N(Cc2cccs2)C(=O)Nc2ccccc2)C(=O)N1c1ccc(Cl)cc1 (centres undefined),-4,-5,-4,-46,-10,-9,-6,-2.7,-1.7
COC(=O)c1ccc(Cl)cc1NC(=O)/C=C/c1ccc(C)o1,-1,-8,4,10,15,5,-3,1.6,-3.5
CCOc1ccc(OCCNC(=O)C(NC(=O)c2c(F)cccc2F)C(C)C)cc1 (centres undefined),0,.,4,0,.,.,-4,.,.
COc1ccccc1CN1CC(C(=O)NCCc2ncccc2C)CCC1=O (centres undefined),.,-9,3,2,4,-1,-5,-0.1,-4.3
Cc1c(C(=O)O)sc2nc(/C=C/c3ccccc3OC(F)F)[nH]c(=O)c12,0,0,4,-1,30,17,3,-1.2,-1.0
COCC(=O)N1CCC(Oc2ccc(C(=O)N3C[C@@H](C)O[C@@H](C)C3)cc2)CC1,-2,-5,11,-6,9,-1,1,-5.9,-2.5
Cc1nn(CC(O)COc2ccc3c(c2)CCC3)c(C)c1Br (centres undefined),1,7,0,-15,-28,-11,-6,-3.0,-2.1
CCN(CC)C(=O)Cn1nc(-c2ccncc2)nc1SCC(=O)Nc1ccc(OC)cc1,1,-4,2,4,-22,1,-8,-2.7,-1.4
Cc1ccc(Sc2ccc(NC(=O)CCN3C(=O)NC4(CCCC4)C3=O)cc2)c(C)c1,3,.,-3,-19,.,.,-8,.,.
O=c1c(-c2ccnn2-c2ccccc2F)cnc2n1CCS2,3,-1,2,-3,6,-7,-3,-1.8,-2.7
C[C@@H]1CN(C(=O)c2ccc(OC3CCN(S(=O)(=O)N(C)C)CC3)cc2)C[C@H](C)O1,-1,-4,1,15,14,-4,-1,-1.5,-3.7
CC(C)CC(=O)NC1(C(F)(F)F)NC(=O)N(c2ccccc2)C1=O (centres undefined),6,-17,2,-8,7,2,-4,-4.6,-2.5
Cc1cccc(NC(=O)c2sc3nc4c(c(-c5ccco5)c3c2N)CCC4)c1,1,2,-4,-9,43,93*,-1,3.5,3.6
COc1ccc(CC(=O)Oc2ccc(C(C)C)cc2)cc1S(=O)(=O)N1CCOCC1,11,.,-1,3,.,.,-4,.,.
COc1ccc([N+](=O)[O-])cc1NC(=O)CS(=O)(=O)c1ccc(C)cc1,-3,-3,6,14,7,-4,-4,0.3,-3.1
O=C(CSc1nnc(Cn2cnc3ccccc32)o1)c1ccccc1,-3,-2,-3,7,-4,-5,-4,-3.9,-3.8
Cn1cc(S(=O)(=O)N2CCOCC2)cc1C(=O)NCc1ccc(Cl)cc1,0,0,-4,9,6,5,.,-0.4,-1.6
O=c1[nH]c2c(oc3ccccc32)c(=O)n1Cc1ccccc1,.,2,0,33,20,-1,-12,-3.1,-1.2
COc1ccc(/C=N/NC(=O)C2CC2)c(OC)c1OC,3,14,2,3,-5,11,0,-1.4,-2.4
CCn1c(C(O)c2ccc(C)cc2)nc2ccccc21 (centres undefined),-2,7,1,-2,9,-8,-3,-3.2,-4.3
O=C(/C=C/c1ccc(F)cc1)NCc1ccco1,0,-31,0,-1,-8,9,-10,-4.9,-0.2
CC(NS(=O)(=O)c1ccc(F)cc1)C(c1cccs1)N1CCOCC1 (centres undefined),-4,-2,6,-31,-12,1,.,-3.2,-3.8
CCN(CC)N=Nc1ccc(S(=O)(=O)Nc2c(C)n(C)n(-c3ccccc3)c2=O)cc1,3,-1,-4,-1,-6,-1,-9,-0.6,-4.8
CCOc1ccc(S(=O)(=O)NCCC(=O)NCCOc2ccccc2)cc1,5,.,3,-4,.,.,1,.,.
CCC(C)(C)NC(=O)CN(C(=O)C(=O)Nc1ccc2c(c1)OCCO2)C(C)(C)CC,-3,-1,5,-11,2,-7,-2,-3.7,-0.9

# Bioassay records: PubChem BioAssay, several laboratories
